Bioassay records deposited in PubChem by National Center for Advancing Translational Sciences (NCATS).
GLP1R ag: qHTS of GLP-1 Receptor Agonists; actives 0.007% (n = 380,000); AID 624172, 2012; Potency, µM (doses to about 45.6 µM), for inactives: at the highest dose activation, most hits filed as activators; HEK293 GLP-1R CRE-luciferase, luminescence, 4-6 h; cells express a hypersensitive GLP-1R form; Glucagon-like peptide 1 receptor (Homo sapiens), P43220; active = well fitted activation curve with a large enough effect; note: % of control where 0% means no effect
Target sequence (P43220 whole entry, looked up): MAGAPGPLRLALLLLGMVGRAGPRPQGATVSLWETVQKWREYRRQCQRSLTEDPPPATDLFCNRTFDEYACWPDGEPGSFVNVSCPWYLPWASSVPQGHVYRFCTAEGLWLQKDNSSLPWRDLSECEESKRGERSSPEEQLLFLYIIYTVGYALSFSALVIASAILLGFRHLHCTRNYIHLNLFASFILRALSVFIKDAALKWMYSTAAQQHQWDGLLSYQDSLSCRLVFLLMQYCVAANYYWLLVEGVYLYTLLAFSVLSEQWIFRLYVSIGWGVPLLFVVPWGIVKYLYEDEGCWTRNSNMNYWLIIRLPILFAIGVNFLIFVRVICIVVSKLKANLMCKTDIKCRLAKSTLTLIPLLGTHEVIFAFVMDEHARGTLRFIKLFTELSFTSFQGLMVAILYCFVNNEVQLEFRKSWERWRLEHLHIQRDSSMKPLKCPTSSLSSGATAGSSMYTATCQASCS
* hit, by the source's call; & = joins results of further samples; [ ] = remark or other dose. Potency is the fitted concentration of half-maximal effect.

SMILES | GLP1R ag
C=C1CC2C3C=C(C)C4=CC(=O)CCC4(C)C3CCC2(C)[C@@]1(OC(C)=O)C(C)=O (some centres undefined) | 8.2%
O=c1[nH]c(=O)n([C@@H]2C[C@H](O)[C@H](CO)O2)cc1I | 7.2%[19.8 µM]
O=C1OC(c2cc(I)c(O)c(I)c2)(c2cc(I)c(O)c(I)c2)c2ccccc21 | -3.7%
CC(=O)N[C@H](CC(C)C)C(=O)O | -3.0%
CCCC[C@@H](CC)COC(=O)C[C@H](C(=O)OC[C@H](CC)CCCC)S(=O)(=O)O | -0.7%
CC[C@H]1OC(=O)[C@H](C)[C@@H](O[C@H]2C[C@@](C)(OC)[C@@H](O)[C@H](C)O2)C(C)[C@@H](O[C@@H]2O[C@H](C)C[C@H](N(C)C)[C@@H]2O)[C@](C)(OC)C[C@@H](C)C(=O)[C@H](C)[C@@H](O)[C@]1(C)O (some centres undefined) | 8.4%
CC1(C)OC2CO[C@]3(COS(N)(=O)=O)OC(C)(C)OC3C2O1 (some centres undefined) | 10.6%
CCC(=O)OC1CCC2C3CCc4cc(O)ccc4C3CCC12C (centres undefined) | 3.8%
CC(=O)N(CC(O)CN(C(C)=O)c1c(I)c(C(=O)NC[C@@H](O)CO)c(I)c(C(=O)NC[C@@H](O)CO)c1I)c1c(I)c(C(=O)NC[C@@H](O)CO)c(I)c(C(=O)NC[C@@H](O)CO)c1I | -3.3%[19.8 µM]
C=C1CCC2[C@](C)(CO)C(O)CC[C@]2(C)C1C/C=C1/C(=O)OCC1O (some centres undefined) | -2.1%
O=c1ccn(C2OC(COP(=O)(O)OC3C(CO)OC(n4ccc(=O)[nH]c4=O)C3O)C(O)C2O)c(=O)[nH]1 (centres undefined) | -5.5%
COc1ccc2cc1Oc1ccc(cc1)CC1c3c(cc4c(c3Oc3cc5c(cc3OC)CCN(C)C5C2)OCO4)CCN1C (centres undefined) | 15.9%
C[C@@H](O)[C@@H]1C(=O)N2C(C(=O)O)=C([C@H]3CCCO3)S[C@H]12 | -0.1%
CC1=C[C@@H](O)CC(C)(C)[C@@H]1/C=C/C(C)=C/C=C/C(C)=C/C=C/C=C(C)/C=C/C=C(C)/C=C/C1=C(C)C[C@H](O)CC1(C)C | -5.5%
CC(=O)NC[C@@H]1CN(c2ccc(N3CCOCC3)c(F)c2)C(=O)O1 | -5.1%
COC(=O)C1=C(C)NC(C)=C(C(=O)O[C@H]2CCN(Cc3ccccc3)C2)C1c1cccc([N+](=O)[O-])c1 (some centres undefined) | -3.9%
COC(=O)C(Cc1ccccc1)NC(=O)C(N)CC(=O)O (centres undefined) | -0.8%
Cn1cc(C(=O)[C@@H]2CCc3[nH]cnc3C2)c2ccccc21 | 11.4%
NCCCCC(NC(=O)C1CCCN1C(=O)C1CSSCC(N)C(=O)NC(Cc2ccc(O)cc2)C(=O)NC(Cc2ccccc2)C(=O)NC(CCC(N)=O)C(=O)NC(CC(N)=O)C(=O)N1)C(=O)NCC(N)=O (centres undefined) | 1.0%&-4.9%
C[C@H](Oc1ccccc1)C(=O)N[C@@H]1C(=O)N2[C@@H]1SC(C)(C)[C@@H]2C(=O)O | -2.5%[19.8 µM]
CCCC(=O)O[C@]1(C(=O)COC(=O)CC)[C@@H](C)C[C@H]2[C@@H]3CCC4=CC(=O)C=C[C@@]4(C)[C@@]3(F)[C@H](O)C[C@@]21C | -4.1%
O=C1OC(CO)C(O)C(O)C1O (centres undefined) | 5.0%
C=C1C[C@@H]2[C@H]3CCC4=CC(=O)C=C[C@]4(C)[C@@]3(F)[C@@H](O)C[C@]2(C)[C@]1(O)C(=O)COC(C)=O | 0.0%
CCC[C@H]1C[C@H](C(=O)NC(C(C)Cl)C2O[C@@H](SC)C(OP(=O)(O)O)[C@@H](O)[C@@H]2O)N(C)C1 (some centres undefined) | 4.1%
CCCCN1CC(O)C(O)C(O)C1CO (centres undefined) | -0.9%
NC1=NC(S)C2N=CN=C2N1 (centres undefined) | 13.0%
CC(=O)[C@@]1(O)CC[C@H]2[C@H]3C[C@@H](C)C4=CC(=O)C=C[C@]4(C)[C@@]3(F)[C@@H](O)C[C@]21C | -4.1%[19.8 µM]
COc1ccc2c(c1)N(C[C@@H](C)CN(C)C)c1ccccc1S2 | -0.6%[19.8 µM]
CC(C)(O/N=C(\C(=O)N[C@@H]1C(=O)N2C(C(=O)[O-])=C(C[n+]3ccccc3)CS[C@@H]12)c1csc(N)n1)C(=O)O | -3.8%[19.8 µM]
CC1OC(OC2CCC3(C)C(CCC4C3CC(O)C3(C)C(C5=CC(=O)OC5)CCC43O)C2)CC(O)C1OC1CC(O)C(OC2CC(O)C(OC3OC(CO)C(O)C(O)C3O)C(C)O2)C(C)O1 (centres undefined) | -5.8%
CCN(CC)CCOCCOC(=O)C(CC)(CC)c1ccccc1 (tested in a mixture with another compound) | 2.2%
O=C(O)c1ccccc1-c1c2cc(Br)c(=O)c(Br)c-2oc2c(Br)c(O)c(Br)cc12 | -6.7%
CN[C@@H]1[C@H](O[C@@H]2O[C@H](CO)[C@@H](N)[C@H](O)[C@@H]2O)O[C@H]2C[C@@H](N)[C@@H](O[C@H]3[C@@H](O)[C@H](O)[C@H](N)C[C@@H]3N)O[C@H]2[C@H]1O | -1.3%[19.8 µM]
C[C@H](CN1c2ccccc2Sc2cccnc21)N(C)C | 1.1%
CC[C@H]1OC(=O)[C@H](C)C(=O)[C@H](C)[C@@H](OC2O[C@H](C)C[C@H](N(C)C)[C@@H]2O)[C@@](C)(OC)C[C@@H](C)C(=O)[C@@H](C)C2N(CCCCn3cnc(-c4cccnc4)c3)C(=O)O[C@@]21C (some centres undefined) | 11.6%
COC1OC(CO)C(OC2OC(C(=O)O)C(OC3OC(COS(=O)(=O)O)C(OC4OC(C(=O)O)C(OC5OC(CO)C(OC6OC(C(=O)O)C(OC7OC(COS(=O)(=O)O)C(OC8OC(C(=O)O)=C[C@H](O)C8OS(=O)(=O)O)C(O)C7NC(C)=O)[C@@H](O)C6O)C(O)C5NC(C)=O)[C@@H](O)C4O)C(O)C3NC(C)=O)[C@@H](O)C2O)C(O)C1NC(C)=O (some centres undefined) | 1.6%
CCN1CCN(C(=O)N[C@H](C(=O)N[C@@H]2C(=O)N3[C@@H](C(=O)O)C(C)(C)S[C@@H]23)c2ccccc2)C(=O)C1=O | -5.3%
CCCCC(=O)OC1CCC2C3CCc4cc(O)ccc4C3CC[C@]12C (some centres undefined) | 10.3%
CN(C)CCn1nnnc1SCC1=C(C(=O)O)N2C(=O)[C@@H](NC(=O)Cc3csc(N)n3)[C@@H]2SC1 | 7.4%[19.8 µM]
C[C@]12CC[C@@H]3c4ccc(O)cc4C[C@@H](CCCCCCCCCS(=O)CCCC(F)(F)C(F)(F)F)C3[C@@H]1CC[C@@H]2O (some centres undefined) | 14.3%
CC(=O)O[C@@]1(C(C)=O)CCC2C3CC(C)C4=CC(=O)CC[C@@]4(C)C3CC[C@]21C (some centres undefined) | 2.9%
O=C(Nc1ccccc1)OC[C@H](CN1CCCCC1)OC(=O)Nc1ccccc1 | 10.4%[19.8 µM]
CC1(C)SC2C(N3C(=O)C(c4ccccc4)NC3(C)C)C(=O)N2C1C(=O)O (centres undefined) | -1.5%
C[C@H](Cn1cnc2c(N)ncnc21)OCP(=O)(O)O | -2.7%
COc1cc2c(cc1OC)[C@@H](Cc1cc(OC)c(OC)c(OC)c1)[N@+](C)(CCCOC(=O)CC/C=C/CCC(=O)OCCC[N@+]1(C)CCc3cc(OC)c(OC)cc3[C@H]1Cc1cc(OC)c(OC)c(OC)c1)CC2 | -0.1%
C[N+]1(C)C2CCC1CC(OC(=O)C(O)c1ccccc1)C2 (centres undefined) | -3.2%
OCC1O[C@H](O[C@H]2C(O)C(O)C(O)O[C@@H]2CO)C(O)C(O)C1O (some centres undefined) | -2.1%
CCCCCCC(=O)O[C@@H]1CC[C@H]2[C@@H]3CCc4cc(O)ccc4[C@H]3CC[C@]12C | 1.2%
C=C1CC[C@H](O)C/C1=C/C=C1\CCC[C@]2(C)[C@@H]([C@H](C)CCCC(C)C)CC[C@@H]12 | 8.9%
CC[C@](C)(CN(C)C)OC(=O)c1ccccc1 | -4.7%[19.8 µM]
CCOC(=O)O[C@]1(C(=O)OCCl)CC[C@@H]2[C@H]3CCC4=CC(=O)C=C[C@]4(C)[C@@H]3[C@@H](O)C[C@@]21C | 2.3%
CC1(C)O[C@H]2C[C@@H]3[C@H]4CCC5=CC(=O)CC[C@@]5(C)[C@]4(F)[C@@H](O)C[C@@]3(C)[C@@]2(C(=O)CCl)O1 | -0.6%[19.8 µM]
CC1C(=O)C(=O)C=CN1C (centres undefined) | -0.7%
CC(=O)C[C@H]1[C@H](O[C@H]2[C@H](OC(C)C(=O)N[C@@H](C)C(=O)N[C@H](CCC(=O)N[C@@H](CCCCN)C(=O)N[C@H](C)C(=O)O)C(N)=O)[C@@H](NC(=O)O)C(O)O[C@@H]2CO)O[C@H](CO)[C@@H](O)[C@@H]1O (some centres undefined) | 16.2%
CCC(C(=O)O)C1OC(C(C)C(O)C(C)C(=O)C(CC)C2OC3(C=CC(O)C4(CCC(C)(C5CCC(O)(CC)C(C)O5)O4)O3)C(C)CC2C)C(C)CC1C (centres undefined) | -5.7%
CN1CC[C@H](c2c(O)cc(O)c3c(=O)cc(-c4ccccc4Cl)oc23)[C@@H](O)C1 | -10.7%
C=Cc1c(C)c2cc3nc(cc4[nH]c(cc5nc(cc1[nH]2)C(C)=C5CCC(=O)O)c(CCC(=O)OC)c4C)[C@@]1(C)C3=CC=C(C(=O)OC)[C@H]1C(=O)OC (tested in a mixture with another compound) | 9.0%
O=P(O)(O)OC[C@@H](O)CO | 19.0%
C[N+](C)(CCOc1ccccc1)Cc1cccs1 (tested in a mixture with another compound) | 1.7%
CCCCC/C(C=O)=C/c1ccccc1 | -2.1%

Arranged by SMILES length (high to low): some entries from above
SMILES | GLP1R ag
CC(=O)C[C@H]1[C@H](O[C@H]2[C@H](OC(C)C(=O)N[C@@H](C)C(=O)N[C@H](CCC(=O)N[C@@H](CCCCN)C(=O)N[C@H](C)C(=O)O)C(N)=O)[C@@H](NC(=O)O)C(O)O[C@@H]2CO)O[C@H](CO)[C@@H](O)[C@@H]1O (some centres undefined) | 16.2%
CCC(C(=O)O)C1OC(C(C)C(O)C(C)C(=O)C(CC)C2OC3(C=CC(O)C4(CCC(C)(C5CCC(O)(CC)C(C)O5)O4)O3)C(C)CC2C)C(C)CC1C (centres undefined) | -5.7%
CCOC(=O)O[C@]1(C(=O)OCCl)CC[C@@H]2[C@H]3CCC4=CC(=O)C=C[C@]4(C)[C@@H]3[C@@H](O)C[C@@]21C | 2.3%

New compounds follow:
SMILES | GLP1R ag
CO[C@H]1[C@H](O[C@H]2O[C@@H](C)[C@@H](O[C@@H]3C[C@](C)(O)[C@H](O)[C@H](C)O3)[C@@H](N(C)C)[C@@H]2O)[C@@H](CC=O)C[C@@H](C)[C@@H](O[C@H]2CC[C@H](N(C)C)[C@H](C)O2)/C=C\C=C/C[C@@H](C)OC(=O)C[C@H]1O | 3.1%[19.8 µM]
CNC1CC(N)[C@H](O)[C@@H](O[C@@H]2OC(CO)C3OC4(OC(C(N)CO)C(O)C(O)C4O)O[C@@H]3[C@H]2O)C1O (some centres undefined) | 7.2%
NC(=O)OC[C@H](O)COc1ccc(Cl)cc1 | -0.9%[19.8 µM]
CN1C(=O)C[C@H](c2ccccc2)C1=O | -3.3%
O=C(O)/C=C(/CC(=O)O)C(=O)O | -5.1%
CC[C@@H]1/C=C(\C)C[C@H](C)C[C@H](OC)[C@H]2O[C@@](O)(C(=O)C(=O)N3CCCC[C@H]3C(=O)O[C@H](/C(C)=C/[C@@H]3CC[C@H](Cl)[C@H](OC)C3)[C@H](C)[C@@H](O)CC1=O)[C@H](C)C[C@@H]2OC | 26.0%
CC1OC(OCC2OC(Oc3c(-c4ccc(OCCO)c(OCCO)c4)oc4cc(OCCO)cc(O)c4c3=O)C(O)C(O)C2O)[C@@H](O)C(O)C1O (some centres undefined) | -4.8%
Cc1cn([C@H]2C[C@H](N=[N+]=[N-])[C@H](CO)O2)c(=O)[nH]c1=O | -4.5%
C[C@@H]1C(SC2Cn3cnc[n+]3C2)=C(C(=O)[O-])N2C(=O)[C@H]([C@@H](C)O)[C@@H]12 (some centres undefined) | -1.3%
O=C1CC[C@H](C(=O)N[C@@H]2C[C@H]2c2ccccc2)N1 | -1.9%
CO/N=C(/C(=O)N[C@@H]1C(=O)N2C(C(=O)O)=C(CSc3nc(C)c(CC(=O)O)s3)CS[C@H]12)c1csc(N)n1 | -0.9%
CCC1=C[C@@H]2CN(C1)Cc1c([nH]c3ccccc13)[C@@](C(=O)OC)(c1cc3c(cc1OC)N(C)[C@@H]1[C@@](O)(C(=O)OC)[C@H](OC(C)=O)[C@]4(CC)C=CCN5CC[C@]31[C@@H]54)C2 | 0.1%
CCCCCCCCCc1ccc(OCCOCCOCCOCCOCCOCCOCCOCCOCCO)cc1 | 5.7%
O=C(O)[C@@H](O)[C@@H](O)[C@@H](O[C@H]1O[C@@H](CO)[C@@H](O)[C@@H](O)[C@@H]1O)[C@@H](O)CO | -3.9%[19.8 µM]
NC(=O)C1CC2(NC(=O)NC2=O)c2cc(F)ccc2O1 (centres undefined) | 5.9%
C=C1N[C@]2(C(=O)COC(C)=O)[C@@H](C[C@H]3[C@@H]4CCC5=CC(=O)C=C[C@]5(C)[C@H]4[C@@H](O)C[C@@]32C)O1 | 6.0%
CC(C)Oc1ccc2c(=O)cc(-c3ccccc3)oc2c1 | -1.5%
CCCN[C@@H](C)C(=O)Nc1ccccc1C | -0.3%
N[C@@H](C(=O)N[C@H]1C(=O)N2C(C(=O)O)=C(Cl)CC[C@H]12)c1ccccc1 | -2.7%

In another format: results already given
C=C1N[C@]2(C(=O)COC(C)=O)[C@@H](C[C@H]3[C@@H]4CCC5=CC(=O)C=C[C@]5(C)[C@H]4[C@@H](O)C[C@@]32C)O1
  GLP1R ag: 6.0%

CC(C)Oc1ccc2c(=O)cc(-c3ccccc3)oc2c1
  GLP1R ag: -1.5%

CCCN[C@@H](C)C(=O)Nc1ccccc1C
  GLP1R ag: -0.3%

N[C@@H](C(=O)N[C@H]1C(=O)N2C(C(=O)O)=C(Cl)CC[C@H]12)c1ccccc1
  GLP1R ag: -2.7%

The list is partial; rates above refer to the full screens.
